Screens deposited in PubChem BioAssay by National Center for Advancing Translational Sciences (NCATS).
LmPK inhibitor: qHTS Assay for Inhibitors of Leishmania Mexicana Pyruvate Kinase (LmPK). Q27686. purified LmPK, Kinase-Glo ATP luminescence, 1 h. Potency, µM (doses to about 57.5 µM), for inactives: top-dose activity change, negative = inhibition, usual class: inhibitors. 290,000 tested, 0.37% active. AID 1721, 2009; note: potency is the fitted concentration of half-maximal effect
Target sequence (Q27686 whole entry, looked up): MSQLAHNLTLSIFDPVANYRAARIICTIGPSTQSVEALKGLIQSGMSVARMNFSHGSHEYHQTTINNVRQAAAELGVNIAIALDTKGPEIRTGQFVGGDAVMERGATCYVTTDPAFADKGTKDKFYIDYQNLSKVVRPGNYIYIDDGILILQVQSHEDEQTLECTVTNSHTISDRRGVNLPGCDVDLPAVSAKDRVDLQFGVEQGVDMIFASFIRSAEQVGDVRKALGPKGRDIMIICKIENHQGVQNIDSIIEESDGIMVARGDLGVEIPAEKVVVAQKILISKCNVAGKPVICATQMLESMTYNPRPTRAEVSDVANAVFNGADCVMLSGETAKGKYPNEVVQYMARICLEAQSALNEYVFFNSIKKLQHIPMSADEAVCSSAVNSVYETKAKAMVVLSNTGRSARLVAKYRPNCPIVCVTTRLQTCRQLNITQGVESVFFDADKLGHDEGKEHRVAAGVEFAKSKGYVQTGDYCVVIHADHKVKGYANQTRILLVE
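Purified LmPK (0.1 nM) with 0.5 mM PEP and 0.1 mM ADP in imidazole buffer pH 7.2 with MgCl2/KCl, 1 h at room temperature. ATP formed was read by luciferase luminescence and normalized to no-enzyme and uninhibited controls.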
HCMV antiviral: qHTS Assay for inhibitors of the human cytomegalovirus (HCMV); HFF cells, HCMV-luciferase reporter, 72 h; stronger effect = lower value; activity change, negative = inhibition, % at 57.5 µM; 410,000 tested, 4.5% active; AID 1259415, 2018; in the data active = activity change below about -60%; inconclusive = no clear call, values can overlap the other calls; inactive = above about -39%
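Luciferase read-out from HCMV-luciferase-infected HFFs (MOI 1 PFU/cell) 72 h post infection at 37C; compounds added after 16 h cell attachment; activity normalized between buffer-only basal and Salinomycin (10uM) inhibitor controls.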
AmpC detergent: qHTS Inhibitors of AmpC Beta-Lactamase (assay with detergent); AID 485294, 2010; P00811; Potency, µM (highest dose often 114 µM), inactives show at the top dose activity change, negative = inhibition, most hits filed as inhibitors; 370,000 tested, 0.041% active; AmpC hydrolysis of nitrocefin, absorbance 480 nm, 0.01% Triton;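 note: potency is the fitted concentration of half-maximal effect; 0% = no-compound wells and -100% = no-enzyme wells; nearly all actives have a fitted effect of over 25% in size; some results filed as inactive show a strong effect at the top dose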
Target sequence (P00811 whole entry, looked up): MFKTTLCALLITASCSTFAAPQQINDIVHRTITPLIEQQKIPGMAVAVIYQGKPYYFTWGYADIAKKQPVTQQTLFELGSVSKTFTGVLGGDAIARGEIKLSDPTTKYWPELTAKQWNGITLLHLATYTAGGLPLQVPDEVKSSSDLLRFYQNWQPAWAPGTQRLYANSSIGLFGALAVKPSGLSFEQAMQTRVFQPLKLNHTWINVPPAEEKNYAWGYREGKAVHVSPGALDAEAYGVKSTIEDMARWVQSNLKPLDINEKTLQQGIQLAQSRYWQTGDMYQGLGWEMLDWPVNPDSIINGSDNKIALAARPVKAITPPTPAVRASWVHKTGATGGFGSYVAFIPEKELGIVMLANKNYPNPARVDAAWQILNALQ
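AmpC (5.3 nM in the dispensed reagent) in 20 mM phosphate pH 7.0 with 0.01% (detergent screen) or 0.0001% Triton X-100 was preincubated with compounds for 15 min at room temperature. Nitrocefin was then added from an 800 uM solution, and hydrolysis was followed at 480 nm.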
AmpC no deterg: qHTS Inhibitors of AmpC Beta-Lactamase (assay without detergent) | P00811 | AmpC nitrocefin hydrolysis, absorbance 480 nm, 0.0001% Triton | Potency, µM (doses to about 57.1 µM), for inactives: at the top dose activity change, negative = inhibition, actives largely listed as inhibitors | 330,000 tested, 0.52% active | AID 485341, 2010;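 note: potency is the fitted concentration of half-maximal effect; plate controls were no compound for no effect and no enzyme for full effect; nearly all actives have a fitted effect of over 20% in size; some results filed as inactive show a strong effect at the top dose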
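AmpC (5.3 nM in the dispensed reagent) in 20 mM phosphate pH 7.0 with 0.01% (detergent screen) or 0.0001% Triton X-100 was preincubated with compounds for 15 min at room temperature. Nitrocefin was then added from an 800 uM solution, and hydrolysis was followed at 480 nm.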
HCV inhibitor: qHTS Assay for Inhibitors of Hepatitis C Virus (HCV). Huh7.5.1 HCVcc-Cre infection, luciferase reporter, 44 h. Potency, µM (doses to about 41.8 µM), for inactives: at the highest dose activity change, negative = inhibition, usual class: inhibitors. 340,000 tested, 3.4% active. AID 651820, 2012; note: potency is the fitted concentration of half-maximal effect
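Seed cells (1,000/well) for 4 h; treat with compound and infect with HCVcc-Cre, moi about 0.5. Incubate 44 h, then detect luciferase activity.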
AMA1 RON2 block: qHTS for Inhibitors of AMA1-RON; Towards Development of Antimalarial Drug Lead: Primary Screen; Plasmodium falciparum AMA1 (3D7) - RON2 peptide interaction; AlphaScreen AMA1-biotinylated RON2 peptide binding; Potency, µM (titrated, usually from 58.2 µM), without a hit: top-dose activity change, negative = inhibition, actives largely listed as inhibitors; 360,000 tested, 0.2% active;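 note: potency is the fitted concentration of half-maximal effect; 0% = vehicle wells and -100% = peptide control; nearly all actives have a fitted effect of over 45% in size; some results filed as inactive show a strong effect at the top dose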
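AMA1 (3D7) with his tag at 25 nM final met compounds first, then biotinylated RON2 peptide at 25 nM; detection used donor plus acceptor beads, 10 µg/mL apiece, read by AlphaScreen after 30 min at room temperature.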
TbPYK inhibitor: qHTS of Trypanosoma Brucei Inhibitors. pyruvate kinase (Trypanosoma brucei), Q57TT1. TbPYK enzyme, Kinase-Glo Plus ATP luminescence, 45 min. Potency, µM (series often up to 76.8 µM), inactives show at the highest dose activity, negative = inhibition, hits mostly inhibitors. 410,000 tested, 0.12% active. AID 624173, 2012; note: potency is the fitted concentration of half-maximal effect; nearly all actives have a fitted effect of over 50% in size
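Readout: single end-point luminescence (Kinase-Glo Plus, 10 min). Reaction conditions were TbPYK/substrate plus 130 uM ADP, 45 min at RT, pH 7.2 TEA buffer. No-enzyme wells served as controls, and data were normalized before concentration-response fitting.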
* marks the source's active call; other numbers are inactive results; ? = inconclusive; · = no result given; & = joins results of further samples; [ ] = dose if it differs, or a comment. Unless noted, calls come from the whole dose curve; as a rule, active = well fitted curve in the direction sought with a large enough effect; inconclusive = small, poorly fitted or top-dose-only effect, or another doubt; inactive = no such curve, though single readings can be large; an effect the other way counts as inactive or inconclusive. Unless noted, % is set by controls: 0 for no effect and ±100 for the full control effect.

Screens in order: AmpC no deterg | HCV inhibitor | HCMV antiviral | AMA1 RON2 block | LmPK inhibitor | TbPYK inhibitor | AmpC detergent
> Cc1nc2c(C)cccn2c1/C(O)=C1\C(=O)C(=O)N(CCN(C)C)C1c1ccccc1 (stereo not drawn)
    -19% | 21% | -6 | -18% | 0% | 0% | 2%
> O=C(NNS(=O)(=O)c1ccc2ccccc2c1)c1cccnc1
    -18% | 23% | 13 | 20% | -11% | -4% | ?
> CCCn1nc2cc(C(=O)NCc3ccc(C)cc3)ccc2c1OC
    -15% | -5% | -12 | 0% | -3% | 0% | 0%
> Cc1ncoc1C(=O)NCC1=C(c2ccc3ccccc3c2)C[C@@H]2CC[C@H]1N2Cc1ccco1
    · | · | -2 | 0% | · | -6% | ·
> COc1cc(OC)cc(-c2c(-c3cccs3)c3cc(-c4cc(OC)c(OC)c(OC)c4)ccc3n2C)c1
    -14% | ? | -3 | -21% | · | -4% | ·
> CC1=C(C(N)=O)C(c2ccccc2F)NC(=O)N1 (stereo not drawn)
    0% | -2% | -6 | -15% | -2% | 2% | -4%
> O=C(O)C1=C(C2CCCCC2)C(=O)c2ccccc21
    · | 9% | -10 | 2% | · | -15% | ·
> O=C(COC(=O)c1cccc(Cl)c1)NC1CCS(=O)(=O)C1 (stereo not drawn)
    -35% | 16% | 2 | -4% | · | -2% | 1%
> C#CCOC(=O)c1csc2nnsc12
    -11% | -2% | 2 | 9% | 1% | 2% | -12%
> N#CCc1c[nH]c2ccc([N+](=O)[O-])cc12
    · | ? | -4 | -2% | · | -6% | ·
> CCOC(=O)Cc1csc(N(C)C)n1
    -10% | 2% | ? | 10% | -4% | -1% | 2%
> Cc1cc(C)cc(N(C(=O)CNS(=O)(=O)c2ccccc2)C(C(=O)NCc2ccccc2)c2ccc(C)o2)c1 (stereo not drawn)
    -25% | 23% | 2 | -28% | 1% | -2% | 2%
> S=C(Nc1ccccc1)Nc1ccccc1-n1cccc1
    -39% | -23% | 20 | 81%[activator] | 0% | -12% | -2%
> O=C(CNC(c1ccccc1)c1ccccc1)Nc1ccc(F)cc1
    -14% | 41%[activator] | -19 | -10% | -2% | -1% | ?
> Cn1ncc2c(c(SCc3ccc(Cl)cc3Cl)nn2C)c1=O
    -12% | ? | -12 | 0% | 4% | -21% | -4%
> O=C(Cc1ccccc1)NNC(=O)Cc1ccccc1
    -26% | 8% | -16 | 26% | 0% | 10% | ?
> CCNC(=O)COc1ccc(OCc2ccccc2)cc1
    -4% | 3% | 17 | 8% | -10% | -6% | -6%
> CC(=O)Nc1ccc(S(=O)(=O)N(C)CC(=O)N/N=C/c2ccc(C(=O)O)cc2)cc1
    -14% | 5% | 21 | 6% | 1% | 0% | -18%
> COc1cc(-c2noc(-c3cc(C)[nH]n3)n2)cc(OC)c1OC
    · | · | 29 | · | · | -6% | 4%
> COc1ccccc1NS(=O)(=O)c1ccc(C)c(C(=O)N2CCCC2)c1
    -2% | ? | 0 | 9% | · | -14% | 0%
> COc1ccccc1NC(=O)C1CCN(S(=O)(=O)c2ccc3c(c2)NC(=O)CO3)CC1
    -16% | -11% | ? | 3% | 8% | 0% | 5%
> CS(=O)(=O)Nc1cccc(NC(=O)C2Cc3c(-c4cccc(F)c4)ccnc3O2)c1 (stereo not drawn)
    · | · | -78* | 33%[activator] | · | -1% | ·
> Cc1c(Cl)cccc1NC(=O)CCC(=O)N/N=C/c1ccc[nH]1
    -28% | 1µM* | -100* | 67%[activator] | 2% | 3% | ?
> COc1cccc(-n2c(Cc3cc(=O)[nH]c(=O)[nH]3)nnc2SCC(=O)Nc2ccccc2)c1
    -8% | 2% | 17 | 13% | 6% | -16% | -9%
> Cc1cc(Br)ccc1NC(=O)CN(C)C(=O)c1ccc2ccccc2n1
    26% | -10% | 16 | -11% | · | 1% | -18%
> O=C(Cc1ccc(Cl)c(Cl)c1)NNC(=S)NCC1CCCO1 (stereo not drawn)
    -47% | -5% | -23 | 152%[activator] | -3% | -22% | -12%
> CC(C)(C)C(=O)Oc1cccc(Nc2ncnc3ccccc23)c1
    -15% | 1% | -19 | -2% | -1% | -4% | 1%
> CN(C)c1ccc(Nc2nc(N)c([N+](=O)[O-])c(N3CCOCC3)n2)cc1
    -52% | ? | ? | ? | 1% | ? | ?
> C[C@@H](CSc1ccccc1)CN1CC[C@H](NC(=O)OCc2ccccc2)CCC1=O
    82%[activator] | 11µM* | -78* | 11% | 2% | 7% | 0%
> O=C(NCCN1CCOCC1)c1cnn2c(-c3ccccc3)cc(-c3ccccc3)nc12
    153%[activator] | 11µM* | 10 | 57%[activator] | 1% | -2% | -10%
> O=C(CCNS(=O)(=O)c1ccccc1F)NCc1ccc2c(c1)OCO2
    -20% | 13% | -17 | 0% | 1% | 7% | 1%
> COc1ccc(-c2noc(CN3CCCCC3c3nccn3C)n2)cc1 (stereo not drawn)
    70%[activator] | 2% | -21 | 36%[activator] | -3% | 1% | 1%
> CC(C)(C)OC(=O)NCc1ccc(NC(=O)c2nc[nH]c2C(=O)NCCCCNC(=O)c2[nH]cnc2C(=O)Nc2ccc(CNC(=O)OC(C)(C)C)cc2)cc1
    -9% | -14%[8.37 µM] | · | 88%[activator] | · | 1% | ·
> COc1ccc(S(=O)(=O)N2CCOC2CNC(=O)C(=O)NCCc2ccccc2OC)cc1C (stereo not drawn)
    43% | ? | -15 | -14% | 0% | -2% | -11%
> Cc1cn([C@H]2C[C@H](O)[C@@H](CCC(=O)NCc3ccco3)O2)c(=O)[nH]c1=O
    · | 15% | 3 | -2% | · | 3% | ·
> O=C(CN1CCCCC1)Nc1cc(Cl)ccc1Oc1ccccc1
    -28% | ? | -40 | -22% | 1% | 2% | -1%
> O=[N+]([O-])c1ccc(C2C3C(c4ccccc4)=NC4(CCCC4)N32)cc1 (stereo not drawn)
    -6% | 9% | 0 | -5% | 2% | -21% | ?
> O=C(Cc1ccc(-n2c(=O)c3sccc3n(CC(=O)Nc3ccccc3)c2=O)cc1)NCc1ccco1
    -20% | 0% | -37 | 5% | 2% | -1% | 3%
> O=C(NCCN1CCOCC1)c1ccc(=O)oc1
    -9% | 6% | 9 | 6% | 2% | -11% | -10%
> Cc1csc(NC(=O)CCc2c(C)nc3cc(-c4ccc(Cl)cc4)nn3c2C)n1
    3% | -8%[8.37 µM] | -27 | -2% | -4% | -4% | ?
> Cc1ccccc1NS(=O)(=O)c1nnc(NC(=O)c2ccccc2C)s1
    -26% | 11% | 49&21 | -1% | -8% | -11%&-5% | 23%
> CCc1ccccc1Oc1ccc(S(=O)(=O)N2CCN(C)CC2)cn1
    36% | -18% | 11 | -23% | · | -1% | -19%
> CC(=O)Nc1ccccc1OCC(=O)NC(C)c1ccccc1 (stereo not drawn)
    -4% | 1% | 76 | -3% | -3% | 4% | -1%
> O=C(CNC1CCCCC1)Nc1cccc(C(F)(F)F)c1
    7% | -4% | 21 | -2% | -2% | -17% | -5%
> Cc1cc(C(=O)CSc2nc(N)cc(N)n2)c(C)n1-c1cccc(F)c1
    -36% | ? | ? | -1% | 2% | 1% | 3%
> CCN(CC(=O)Nc1cccc(OC)c1)C(=O)C1CC(=O)N(Cc2ccccc2Cl)C1 (stereo not drawn)
    · | · | 29 | 19% | · | -1% | ·
> NC(=S)N/N=C/c1ccc([N+](=O)[O-])cc1
    -15% | -10% | -2 | 20% | 0% | -9% | ?
> C[C@@H]1CN([C@@H](C)CO)C(=O)CCCn2nncc2CO[C@@H]1CN(C)S(=O)(=O)c1ccc(C#N)cc1
    · | · | 31 | -3% | · | -6% | ·
> CCN(c1ccc(NC(=O)CCc2nc3sc4c(c3c(=O)[nH]2)CCCC4)cc1)C(C)C
    -38% | ? | -34 | -24% | · | -12% | -11%
> Cc1cc(Cl)ccc1OCC(=O)Nc1ccc(CN2CCOCC2)cc1
    58% | ? | -23 | 14% | -1% | 1% | 1%
> CCOc1ccc(Nc2oc(-c3cccs3)nc2C#N)cc1
    · | -2% | ? | -5% | 2% | -3% | -7%

Of the compounds above, 7 have an NH in an aromatic ring:
Screens in order: AmpC no deterg | HCV inhibitor | HCMV antiviral | AMA1 RON2 block | LmPK inhibitor | TbPYK inhibitor | AmpC detergent
> N#CCc1c[nH]c2ccc([N+](=O)[O-])cc12
    · | ? | -4 | -2% | · | -6% | ·
> COc1cc(-c2noc(-c3cc(C)[nH]n3)n2)cc(OC)c1OC
    · | · | 29 | · | · | -6% | 4%
> Cc1c(Cl)cccc1NC(=O)CCC(=O)N/N=C/c1ccc[nH]1
    -28% | 1µM* | -100* | 67%[activator] | 2% | 3% | ?
> COc1cccc(-n2c(Cc3cc(=O)[nH]c(=O)[nH]3)nnc2SCC(=O)Nc2ccccc2)c1
    -8% | 2% | 17 | 13% | 6% | -16% | -9%
> CC(C)(C)OC(=O)NCc1ccc(NC(=O)c2nc[nH]c2C(=O)NCCCCNC(=O)c2[nH]cnc2C(=O)Nc2ccc(CNC(=O)OC(C)(C)C)cc2)cc1
    -9% | -14%[8.37 µM] | · | 88%[activator] | · | 1% | ·
> Cc1cn([C@H]2C[C@H](O)[C@@H](CCC(=O)NCc3ccco3)O2)c(=O)[nH]c1=O
    · | 15% | 3 | -2% | · | 3% | ·
> CCN(c1ccc(NC(=O)CCc2nc3sc4c(c3c(=O)[nH]2)CCCC4)cc1)C(C)C
    -38% | ? | -34 | -24% | · | -12% | -11%
